# Growth percent in the NCI-60 one-dose screen (48 h, 10 µM unless noted): 100 = growth as untreated, 0 = no growth, -100 = all killed.
# RXF 393 – RXF 393 renal cancer cells; hit rate 6.9% among 77,000; AID 1794773
# OVCAR-3 – OVCAR-3 ovarian cancer; AID 1794787; hit rate 7% among 79,000
# TK-10 – TK-10 renal cancer cells. hit rate 3.9% among 81,000. AID 1794769
# OVCAR-5 – OVCAR-5 ovarian cancer. hit rate 2.9% among 82,000
# A498 – A498 renal cancer cells; hit rate 5.4% among 76,000; AID 1794774
# CAKI-1 – CAKI-1 renal cancer. hit rate 4.7% among 75,000
# ACHN – ACHN renal cancer; hit rate 4.9% among 81,000; AID 1794771
# OVCAR-8 – OVCAR-8 ovarian cancer; hit rate 4.4% among 81,000
# * hit, by the source's call; . = not tested or not shown; & = joins results of further samples; [ ] = dose if it differs, or a comment. Rule for the calls: active = growth percent below 10; inactive = the rest. Some of the compounds tested; rates above refer to the full screens.
SMILES,RXF 393,OVCAR-3,TK-10,OVCAR-5,A498,CAKI-1,ACHN,OVCAR-8
CCCCC[C@H](O)c1ccccc1[C@H]1O[C@@H](CCC(=O)OC)[C@H](O)[C@@H]1I,96,100,.,103,87,.,102,102
CC1=C(C)C(=O)C(N2CCCCC2)=CC1=O,106,111,158,97,120,104,95,92
COc1ccc(-c2cc3nc(NC(C)=O)[nH]c(=O)c3s2)cc1,109,108,91,107,112,96,107,.
O=C(Cn1cc(-c2ccccc2)nn1)Nc1ccc2c(ccn2Cc2ccccc2)c1,112,109,106,102,100,99,106,97
Nc1nc(-c2cccc([N+](=O)[O-])c2)c(N=Nc2ccc([N+](=O)[O-])cc2Cl)s1,-31*,.,23,21,.,4.3*,7.1*,7.6*
N#Cc1ccc(Nc2cc(Cl)nc(N)n2)cc1,101,99,109,102,89,.,112,109
C/C=C/c1cc(OC)c(O)c(OC)c1,115,110,121,96,.,90,104,96
COc1cccc(/C=C/c2c(C(C)=O)c(=O)[nH]c3ccccc23)c1,97,100,108,103,101,71,92,92
N#Cc1ccc(C2CC(n3ccnc3)c3cc(Br)cc(Br)c3N2)cc1 (stereo not drawn),96,94,84,85,61,79,91,99
CCN(CC)C(=O)c1ccc(O)c(OC)c1,120&96,106&106,116&129,114&114,105&113,93&112,111&101,98&100
O=C(/C=C(/C=C/c1cccc2[nH]ccc12)OB(F)F)/C=C/c1cccc2[nH]ccc12,-87*,-25*,-38*,-28*,-35*,-74*,-70*,-30*
COc1cccc(-c2nn(-c3ccccc3)cc2-c2ccncc2)c1,94,73,83,85,76,76,61,86
COC(=O)C1CCC(=O)CC1,112,128,114,111,.,104,112,107
CC(C)=CCC[C@](C)(O)[C@H]1CC[C@]2(C)[C@@H]1CC[C@@H]1[C@@]3(C)CC[C@H](OC(=O)CCC(=O)O)C(C)(C)[C@@H]3CC[C@]12C,38[100 µM],-32*[100 µM],50[100 µM],42[100 µM],40[100 µM],21[100 µM],21[100 µM],25[100 µM]
COc1ccc(/C=C2\SC(=S)NC2=O)cc1,93,108,112,71,127,82,88,99

# No new results follow: an excerpt of the list.
SMILES,RXF 393,OVCAR-3,TK-10,OVCAR-5,A498,CAKI-1,ACHN,OVCAR-8
CC1=C(C)C(=O)C(N2CCCCC2)=CC1=O,106,111,158,97,120,104,95,92
COc1ccc(-c2cc3nc(NC(C)=O)[nH]c(=O)c3s2)cc1,109,108,91,107,112,96,107,.
O=C(Cn1cc(-c2ccccc2)nn1)Nc1ccc2c(ccn2Cc2ccccc2)c1,112,109,106,102,100,99,106,97
Nc1nc(-c2cccc([N+](=O)[O-])c2)c(N=Nc2ccc([N+](=O)[O-])cc2Cl)s1,-31*,.,23,21,.,4.3*,7.1*,7.6*
N#Cc1ccc(Nc2cc(Cl)nc(N)n2)cc1,101,99,109,102,89,.,112,109
C/C=C/c1cc(OC)c(O)c(OC)c1,115,110,121,96,.,90,104,96
COc1cccc(/C=C/c2c(C(C)=O)c(=O)[nH]c3ccccc23)c1,97,100,108,103,101,71,92,92
N#Cc1ccc(C2CC(n3ccnc3)c3cc(Br)cc(Br)c3N2)cc1 (stereo not drawn),96,94,84,85,61,79,91,99
CCN(CC)C(=O)c1ccc(O)c(OC)c1,120&96,106&106,116&129,114&114,105&113,93&112,111&101,98&100
O=C(/C=C(/C=C/c1cccc2[nH]ccc12)OB(F)F)/C=C/c1cccc2[nH]ccc12,-87*,-25*,-38*,-28*,-35*,-74*,-70*,-30*
COc1cccc(-c2nn(-c3ccccc3)cc2-c2ccncc2)c1,94,73,83,85,76,76,61,86
COC(=O)C1CCC(=O)CC1,112,128,114,111,.,104,112,107
CC(C)=CCC[C@](C)(O)[C@H]1CC[C@]2(C)[C@@H]1CC[C@@H]1[C@@]3(C)CC[C@H](OC(=O)CCC(=O)O)C(C)(C)[C@@H]3CC[C@]12C,38[100 µM],-32*[100 µM],50[100 µM],42[100 µM],40[100 µM],21[100 µM],21[100 µM],25[100 µM]
COc1ccc(/C=C2\SC(=S)NC2=O)cc1,93,108,112,71,127,82,88,99

# Next part:
SMILES,RXF 393,OVCAR-3,TK-10,OVCAR-5,A498,CAKI-1,ACHN,OVCAR-8
COc1cc(Br)c(-c2nc(-c3ccccc3)c(-c3ccccc3)n2CC(C)C)cc1OC,65,73,80,83,58,.,.,68
c1ccc(Nc2nnc3c4[nH]cnc4ncn23)cc1,.,90,139,94,112,96,92,95
Cc1ccc(Nc2ccc(Nc3ccc(C)cc3)c3c2C(=O)c2ccccc2C3=O)cc1,102,117,108,104,92,.,89,98
Oc1ccc2ccccc2c1CNc1ccccc1,106,96,105,109,.,88,92,94
c1ccc(-c2n[nH]c3c2[C@H](c2ccccc2)N(c2ccccc2)OC3)cc1,91,97,89,93,91,83,92,101
O=C(Nc1ncc(Cc2ccc(Cl)c(C(F)(F)F)c2)s1)c1ccc2nnsc2c1,76,59,48,56,82,28,44,55
Cc1nc(-c2cc3ccccc3oc2=O)ccc1C(=O)/C=C/c1cccc2ccccc12,116,115,114,107,97,94,107,107
Cc1cccc(-n2c(C3=C(O)c4ccccc4C3=O)nnc2-c2ccccc2)c1,108,97,143,115,92,.,102,98
Oc1ccc(Cc2ccc(Cl)cc2)c(O)c1,.,112,159,98,147,85,100,89
COc1cc(C(=O)Nc2nc(-c3ccc(Cl)cc3)cs2)cc(OC)c1OC,92,105,114,92,100,105,99,102
C/C=C/C(=O)NN,99,108,113,104,93,104,102,.
CN(C)C/C=C/C(=O)Nc1cc2c(Nc3cccc(Cl)c3F)ncnc2cc1OCCOC(F)F,6.1*,24,22,30,-15*,10,5.0*,35
S=c1nc[nH][nH]1,117,119,108,110,109,109,118,100
CCOC(=O)/C=C/C(=O)Nc1ccc(C(=O)O)c(O)c1,137,107,104,106,90,53,109,98
C[C@H](O)[C@@H]1N[C@H]2N(C1=O)c1ccccc1[C@@]21CC2C(=O)N[C@@H]1C1=Nc3ccccc3CN12,109,111,92,97,102,86,96,108
O=C(CCN1CCCCC1)c1cccc(Cl)c1,116,126,116,111,130,114,120,106
CCc1c(-c2ccc(Cl)cc2)nc(N)nc1-c1nc(N)nc(-c2ccc(Cl)cc2)c1CC,108,122,99,91,110,89,98,101
COc1ccc2c(c1)cn1c3ccc(O)cc3nc(N)c21,3.2*,43,25,38,39,27,27,28
Cc1nc2ccccc2c(/C=C/c2ccc(Cl)cc2)c1C(N)=O,107,108,139,104,96,87,98,105
CCCSCCC(C)(N)C(=O)O (stereo not drawn),.,110,113,107,100,97,104,.
C[N+]1(CC[N+]2(C)CCOCC2)CCCCC1,122,114,102,89,112,99,102,104
O=C1CC(Sc2n[nH]c(-c3ccncc3)n2)C(=O)N1c1ccc(Br)cc1 (stereo not drawn),137,114,101,105,111,100,109,105
Clc1ccc(CN2CCCc3ccccc32)cc1,113,83,101,92,268,69,93,108
CC(C)(CO)N=Cc1cc([N+](=O)[O-])ccc1O,98,112,98,99,96,91,106,97
C=CCSc1nnc(-c2ccc(-c3nc4ccccc4[nH]3)cc2)o1,71,92,88,105,113,64,78,56
O=C(N[C@@H](c1ccccc1)[C@H](N=Cc1ccccc1)c1ccccc1)c1ccccc1,105,111,95,112,103,.,108,105
N#Cc1c(Nc2ccccc2)nn2c(-c3ccccc3)ccnc12,.,.,98,100,.,87,102,102
COc1cc2ncnc(Nc3ccc(F)c(Cl)c3)c2cc1OCC(=O)N1CCCCC1,85,73,24,67,44,45,32,89
CN1CCN(c2nc(-c3csc(-c4ccccc4)n3)cc3ccccc23)CC1,-4.6*,.,73,59,.,21,16,62
COc1cc(C2=NN(c3ccccc3)C(c3sc(Cl)nc3Cl)C2)cc(OC)c1OC (stereo not drawn),67,112,64,87,58,50,90,95
CC(c1ccccc1)N1CSc2nc(-c3ccccc3)c(-c3ccccc3)n2C1 (stereo not drawn),.,116,99,111,74,94,102,.
CCC1(C)C(C#N)C(=O)NC(=O)C1C#N (stereo not drawn),128&101,112&115,97&103,98&107,92&91,103,103&100,99&128
COc1ccc(CNC(=O)c2nc(-c3cc(OC)c(OC)c(OC)c3)n(-c3ccc(OC)c(OC)c3)n2)cc1OC,111,99,95,87,107,83,94,.
O=C1/C(=C/c2ccc(I)cc2)Cc2cc3c(cc21)OCO3,96,108,127,100,.,88,102,97
Cc1cc2nnn(Cc3cccc(NC(=O)CCCC(=O)O)c3)c2cc1C,112,108,112,104,85,93,101,103
O=C(/C=C/C(=O)N1CCc2ccccc2C1)N1CCc2ccccc2C1,129,117,153,102,126,.,112,95
COc1ccc(C(=O)c2c(N)nc3n2CCCC3)cc1OC,111,109,93,111,99,94,107,95
CCOC(=O)c1cc(C(=O)OCC)c(C)nc1C,117,114,113,100,110,103,112,104
O=C(CSC(=S)N1CCOCC1)NC(=O)c1ccccc1,122,107,98,101,99,103,105,110
CCCCS(=O)(=O)Nc1ccccc1C(=O)NN,114,108,93,103,73,99,109,.
CCNc1nnc(COc2ccc3c(C)c(C)c(=O)oc3c2)s1,115,67,92,107,101,102,84,80
COc1ccc(CC(N)(C(=O)O)c2ccccc2)cc1 (stereo not drawn),97,115,103,102,121,97,100,106
Cn1ncc2c(Nc3ccc(O)cc3)nc(Cl)nc21,96,117,102,105,111,93,88,104
Cc1ccc2[nH]c(=O)cc(N/N=C/c3ccccc3)c2c1,110,105,130,89,81,90,82,89
CCC(C)NC(=O)c1ccccc1 (stereo not drawn),112,118,94,98,89,114,104,109
O=C1OC(C(O)C(O)CO)C(O)=C1O (stereo not drawn),116,109&115,100&124,96&95,116&129,102&104,103&105,105&102
Cc1c(C(=O)NCCc2ccc(N(C)C)cc2)nn(-c2ccc(Cl)cc2)c1-c1ccc(Cl)cc1,90,72,75,89,77,61,65,90
O=C(c1cc(-c2ccccn2)nc2ccccc12)N1CCCCC1,104,109,116,100,104,102,101,104
Cc1ccc(/C=N/n2c(CN3CCCCC3)nc3ccccc3c2=O)cc1,106,113,107,107,90,96,100,104
COc1ccc2c(c1)CCC1=C2CCC2(C)C(=O)CCC=C12 (stereo not drawn),109,107,104,105,86,90,97,98
N#Cc1nc(-c2cccs2)oc1NCC(c1ccc(Cl)cc1)N1CCCCC1 (stereo not drawn),90,100,95,91,97,.,95,101
COc1cc(/C=C2/SC(=O)N(c3nc(N4CCCC4)nc(N4CCCC4)n3)C2=O)cc(OC)c1OC,99,96,90,80,39,67,77,92
Cc1c(C2Nc3ccccc3C2C)[nH]c2ccccc12 (stereo not drawn),91,73,79,80,96,33,58,51
CN(C)CCOc1ccc(C(=O)C2[C@H](c3ccc(Cl)cc3)[C@@H](c3ccccc3)NC23C(=O)Nc2ccccc23)cc1 (stereo partly drawn),50,73,117,86,112,58,88,88
O=C(O)c1ccc(N2C(=O)/C(=C/C3=Cc4ccccc4OC3)SC2=S)cc1,122,107,104,100,93,93,103,92
CN(C)c1ccc(/C=C2\c3ccccc3-c3ccc([N+](=O)[O-])cc32)cc1,117,108,106,95,59,102,109,101
COc1ccc(-n2nc(C(=O)N/N=C\c3ccc(F)cc3)cc2-c2ccc(Cl)cc2)cc1,73,95,111,93,78,43,86,89
O=[N+]([O-])c1ccc(Br)c(P(=O)(O)O)c1,103,111,118,106,112,88,105,99
CCN1C2CCC1/C(=C\c1ccc(OC)cc1OC)C1=C2[C@@H](c2ccc(OC)cc2OC)C(C#N)=C(N)O1 (stereo partly drawn),85,84,76,88,67,69,86,81
COc1cc(NC(C)CCCN)c2nc(C)ccc2c1OC (stereo not drawn),186,64,110,96,93,106,105,119

# Later entries:
SMILES,RXF 393,OVCAR-3,TK-10,OVCAR-5,A498,CAKI-1,ACHN,OVCAR-8
Nc1nc(-c2n[nH]c(=S)n2-c2ccc(Cl)cc2)cs1,127,103,107,104,115,99,102,.
CCOC(=O)c1[nH]c(=S)nc(-c2ccc(F)cc2)c1C(=O)c1ccc(Br)cc1,112,109,117,96,100,93,103,102
CCCCOC(=O)c1ccco1,110,99,104,104,102,101,109,106
O=C(c1ccc(Br)cc1)[C@@H]1[C@@H]2CCCN2[C@@]2(C(=O)Nc3ccccc32)[C@H]1c1ccc(O)cc1,96,.,135,102,80,74,97,100
Cc1ccc2nc(NC(=O)CSc3nc(-c4ccccc4)c(C#N)c(-n4nc(C)cc4C)n3)sc2c1,101,102,205,101,106,62,90,96
NS(=O)(=O)c1ccc(NC(=O)N2CCN(c3ccccc3)CC2)cc1,103,101,101,100,96,93,95,100
Cc1ccc2nc(NC(=O)CSc3nc(=S)c(C#N)c(-c4ccccc4)[nH]3)sc2c1,104,109,99,99,99,89,102,96
CCCCCCCCCCCO,80,106,89,97,83,88,103,98
O=c1[nH]c(=O)n(C2CC(O)C(CO)O2)cc1I (stereo not drawn),107,111,86,89,100,68,85,102
O=C1OCCN1CCO,103,102,.,86,103,94,95,99
CC12c3[nH]c4ccccc4c3CCN1C(c1ccccc1)=NN2c1ccccc1 (stereo not drawn),101,92,106,103,98,80,73,86
C=CCn1c(SCC(=O)c2ccccc2)nnc1-c1ccc(Cl)cc1,103,.,102,96,83,91,96,94
COc1cc(N)cc(OC)c1OC,125,102,100,106,115,.,106,99
COc1cc2c(c(OC)c1OC)C(=O)CC(c1cccc(C(=O)Nc3cccc(F)c3)c1)O2 (stereo not drawn),88,84,102,96,61,82,83,62
CCOC(=O)c1cccnc1Nc1ccc(NC(=O)Nc2ccc(Cl)c(C(F)(F)F)c2)cc1,94,.,40,86,41,23,35,39
CC(C)(O)C(Br)(Br)Br,109,119,112,89,111,101,95,100
O=C(O)c1ccccc1C(=O)Nc1ccc(Cl)cc1,128,110,93,103,108,74,95,88
CC(C)(C)C(=O)CC(=O)c1ccncc1,100,112,101,100,86,.,.,104
CC(=O)c1ccc(S(=O)(=O)NCCNc2nc(Nc3ccc(F)cc3)nc(N(C)C)n2)cc1,.,109,104,108,131,102,108,119
S=C(SCc1ccc(Cl)cc1)N1CCN(C(=S)SCc2ccc(Cl)cc2)CC1,112,100,104,117,80,84,104,93
O=C(O)c1ccccc1C(=O)Nc1ccccc1,107,124,102,93,86,100,101,107

# High-throughput results (PubChem)
